hIAP activ: human IAP activation. P09923. purified human IAP, CDP-Star luminescence, 30 min; stronger effect = higher value; 1 = vehicle-only enzyme, 0 = enzyme-free background. activation factor at 10 µM. 330,000 compounds, 0.16% hits. AID 2524;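 active means activation factor of the enzyme at least 2-fold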; further: the source names both 10 and 20 µM as test concentration; values of inactives mirror those of a sister screen read the other way
HKDC1 inhibitor: blocks human hexokinase HKDC1 activity. recombinant HKDC1, G6PDH/diaphorase resazurin coupled fluorescence. 340,000 compounds, 0.16% hits. inhibition, % at 20 µM. AID 493160. Q2TB90;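 active means inhibition above about 35% when tested at 20 µM, limit read from the data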;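 further: plate controls were DMSO wells with enzyme for no effect and DMSO wells lacking enzyme for full effect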
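Test system: Recombinant HKDC1 (HK5) hexokinase enzyme, produced in-house | Input: HKDC1 at 5 µg/mL | Buffer or medium: Tris pH 8.0 buffer with MgCl2, Tween-20, BSA, BME | Schedule: 90 min reaction incubation at room temperature, dark | Technique: Resazurin-to-resorufin fluorescence via G6PDH and diaphorase coupling, 525/613 nm | Controls: DMSO wells with and without enzyme mix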
hIAP block: human IAP inhibition; P09923; purified IAP, CDP-Star luminescence, 30 min; inhibition, % at 10 µM; 330,000 compounds, 0.12% hits;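 active means inhibition reaching a set limit with compound at 10 µM in the primary screen, cut at about 35% in these data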;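 further: plate controls were DMSO wells with enzyme for no effect and no-enzyme buffer wells for full effect; values of inactives mirror those of a sister screen read the other way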
mIAP activ: increases mouse intestinal alkaline phosphatase activity; activation factor at 10 µM; 330,000 compounds, 0.24% hits; muIAP, CDP-Star luminescence, 30 min; stronger effect = higher value; 1 = vehicle-only enzyme signal, 0 = enzyme-free wells;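 active means activation factor of at least 2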; further: the source names both 10 and 20 µM as test concentration; values of inactives mirror those of a sister screen read the other way
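Assay system: mouse IAP enzyme; Reagent: CDP-Star chemiluminescent phosphatase substrate; Compound: DMSO-dissolved test compounds; Incubation: 30 min, room temperature; Technique: luminescence from enzymatic CDP-Star hydrolysis; Controls: DMSO-only wells and no-enzyme negative control.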
PfGluPho inh: PfG6PD (Plasmodium falciparum) enzyme inhibition. inhibition, % at 20 µM. PfGluPho enzyme, NADPH resazurin-diaphorase fluorescence. AID 504690. 350,000 compounds, 0.78% hits;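 active means inhibition reaching at least a set limit at 20 µM in the primary screen, cut at about 59% in these data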;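 further: 0% = DMSO wells with substrate and 100% = DMSO wells lacking glucose-6-phosphate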
mIAP inh: mouse IAP inhibition; 330,000 compounds, 0.2% hits; purified mouse IAP, CDP-Star luminescence, 30 min; inhibition, % at 10 µM; AID 2806;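 active means inhibition of at least 40% at 10 µM in the primary screen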;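 further: plate controls were DMSO with enzyme for no effect and no enzyme wells for full effect; values of inactives mirror those of a sister screen read the other way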
ATG4B inh: ATG4B (human) cysteine protease inhibition. ATG4B cleavage of LC3-PLA2, NBD-HPC fluorescence, 1 h. inhibition, % at 8.33 µM. 340,000 compounds, 0.51% hits. AID 504462; in the data active means inhibition above about 40%
Target sequence (Q9Y4P1 whole entry, looked up): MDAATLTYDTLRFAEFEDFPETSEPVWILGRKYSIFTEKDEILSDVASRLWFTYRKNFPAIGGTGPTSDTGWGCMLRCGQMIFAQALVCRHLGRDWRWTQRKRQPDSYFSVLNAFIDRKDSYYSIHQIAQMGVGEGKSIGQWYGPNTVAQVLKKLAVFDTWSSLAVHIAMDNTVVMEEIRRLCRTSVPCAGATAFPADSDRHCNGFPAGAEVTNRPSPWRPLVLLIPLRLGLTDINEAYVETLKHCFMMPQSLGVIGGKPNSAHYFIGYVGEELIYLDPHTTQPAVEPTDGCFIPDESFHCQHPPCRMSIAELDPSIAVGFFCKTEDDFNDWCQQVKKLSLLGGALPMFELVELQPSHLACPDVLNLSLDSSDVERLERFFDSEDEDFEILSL
A3A deaminase: human APOBEC3A DNA deaminase inhibition. P31941. recombinant A3A, FAM/TAMRA ssDNA deamination fluorescence. inhibition, % at 20 µM. 330,000 compounds, 0.41% hits. AID 493011;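 active means at least 40% inhibition at 20 µM here, with at most 30% in a related deaminase screen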;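 further: plate controls were A3A with DMSO for no effect and wells lacking A3A enzyme for full effect; some results filed as inactive read as strong as hits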
Target sequence (P31941 whole entry, looked up): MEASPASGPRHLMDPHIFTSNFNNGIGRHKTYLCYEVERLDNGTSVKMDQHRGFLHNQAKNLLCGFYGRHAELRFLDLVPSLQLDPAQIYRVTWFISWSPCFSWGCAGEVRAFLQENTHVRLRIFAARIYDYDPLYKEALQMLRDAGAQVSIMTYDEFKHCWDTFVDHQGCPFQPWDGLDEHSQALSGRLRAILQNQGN
* marks the source's active call; other numbers are inactive results.

| item | hIAP activ | HKDC1 inhibitor | hIAP block | mIAP activ | PfGluPho inh | mIAP inh | ATG4B inh | A3A deaminase | SMILES |
| --- | --- | --- | --- | --- | --- | --- | --- | --- | --- |
| 1 | 1 | 0 | -2 | 0.89 | -1 | 11 | -1 | -2 | CC1(C)CC2CC(C)(CN2C(=O)CCCN2C(=O)c3ccccc3C2=O)C1 (stereo not given) |
| 2 | 0.89 | -5 | 11 | 0.99 | -4 | 1 | 1 | 7 | CN(C)CCNC(=O)/C(=N\O)c1ccccn1 |
| 3 | 1.1 | -7 | -12 | 0.98 | -6 | 2 | -9 | 0 | Cc1n[nH]c(=O)nc1N/N=C/c1ccco1 |
| 4 | 1.2 | 4 | -22 | 1 | -16 | -1 | -2 | 4 | Cc1ccc(N(Cc2ccccc2O)C(=O)c2ccccc2F)cc1 |
| 5 | 1 | 2 | -4 | 1.1 | 0 | -14 | -11 | -1 | COc1cccc(NC(=O)CN(C)CC(=O)NCc2ccc(F)cc2)c1 |
| 6 | 0.87 | -2 | 13 | 0.96 | 14 | 4 | -4 | 1 | CCOc1ccc(-c2nn(-c3ccccc3)cc2/C=C2\SC(N)=NC2=O)cc1C |
| 7 | 0.95 | 3 | 5 | 0.94 | 0 | 6 | -4 | -5 | CN(CCC#N)C(=O)COC(=O)c1ccc(Cl)cc1O |
| 8 | 1.1 | -1 | -10 | 2.6* | 14 | -162 | 24 | 8 | Cc1cc(Cl)ccc1NC(=S)NCc1ccccc1Cl |
| 9 | 0.92 | -6 | 8 | 0.96 | 1 | 4 | -6 | 0 | O=C1CSC(c2ccncc2)N1Cc1ccc(F)cc1 (stereo not given) |
| 10 | 0.96 | 17 | 4 | 1 | -2 | -2 | -9 | -3 | O=C(/C=C/c1ccc(Cl)c(Cl)c1)n1cccn1 |
| 11 | 1.1 | -2 | -7 | 0.91 | 32 | 9 | -10 | 0 | CC(=O)N1CCN(C(=S)c2ccc(N(C)C)cc2)CC1 |
| 12 | 1 | -5 | -3 | 1.1 | -2 | -8 | -6 | -1 | CCOC(=O)C(=CNc1ccc(Cl)cn1)C(=O)OCC |

Laid out differently: entries from further up
4. Cc1ccc(N(Cc2ccccc2O)C(=O)c2ccccc2F)cc1
  hIAP activ: 1.2; HKDC1 inhibitor: 4; hIAP block: -22; mIAP activ: 1; PfGluPho inh: -16; mIAP inh: -1; ATG4B inh: -2; A3A deaminase: 4

12. CCOC(=O)C(=CNc1ccc(Cl)cn1)C(=O)OCC
  hIAP activ: 1; HKDC1 inhibitor: -5; hIAP block: -3; mIAP activ: 1.1; PfGluPho inh: -2; mIAP inh: -8; ATG4B inh: -6; A3A deaminase: -1

5. COc1cccc(NC(=O)CN(C)CC(=O)NCc2ccc(F)cc2)c1
  hIAP activ: 1; HKDC1 inhibitor: 2; hIAP block: -4; mIAP activ: 1.1; PfGluPho inh: 0; mIAP inh: -14; ATG4B inh: -11; A3A deaminase: -1

9. O=C1CSC(c2ccncc2)N1Cc1ccc(F)cc1 (stereo not given)
  hIAP activ: 0.92; HKDC1 inhibitor: -6; hIAP block: 8; mIAP activ: 0.96; PfGluPho inh: 1; mIAP inh: 4; ATG4B inh: -6; A3A deaminase: 0

Remaining list, next part
| item | hIAP activ | HKDC1 inhibitor | hIAP block | mIAP activ | PfGluPho inh | mIAP inh | ATG4B inh | A3A deaminase | SMILES |
| --- | --- | --- | --- | --- | --- | --- | --- | --- | --- |
| 13 | 0.89 | 1 | 11 | 1 | -9 | -2 | 6 | -6 | CCc1cccc(C)c1NS(=O)(=O)c1cc(Br)cnc1N |
| 14 | 1.1 | 1 | -10 | 0.95 | 9 | 5 | 11 | -2 | Cc1ccc(Cn2c(N/N=C/c3ccncc3)nc3c2c(=O)n(C)c(=O)n3C)cc1 |
| 15 | 1 | 0 | -4 | 1.1 | 3 | -13 | -7 | 0 | COc1ccc(OC)c(C(C(=O)NC2CCCCC2)N(Cc2ccco2)C(=O)c2ccccn2)c1 (stereo not given) |
| 16 | 0.88 | 0 | 12 | 0.98 | 13 | 2 | -7 | 0 | Cc1ccc(NC2=C(Cl)C(=O)OC2OC(=O)c2ccccc2C)cc1 (stereo not given) |
| 17 | 0.86 | -10 | 14 | 0.94 | -9 | 6 | -16 | 1 | CC1CC(=O)NN=C1c1ccc(N)c([N+](=O)[O-])c1 (stereo not given) |
| 18 | 0.95 | -2 | 5 | 0.98 | -6 | 2 | -10 | -3 | C=CCOc1ccc(CNc2nn[nH]n2)cc1 |
| 19 | 0.93 | -1 | 7 | 0.97 | 31 | 3 | 4 | 3 | S=c1[nH]nc2nnc3ccccc3n12 |
| 20 | 1.1 | -4 | -10 | 0.99 | -5 | 1 | -23 | -2 | NS(=O)(=O)c1ccc(CCNC(=O)COC(=O)/C=C/c2cc(Br)ccc2F)cc1 |
| 21 | 0.87 | 15 | 13 | 0.94 | 30 | 6 | 6 | -5 | COc1ccc(OCc2cc(C(=O)NC3CCOCC3)no2)c2ccccc12 |
| 22 | 0.83 | -13 | 17 | 0.98 | 0 | 2 | -5 | 1 | CCCNS(=O)(=O)c1ccc(NC(=O)c2cccnc2)cc1 |
| 23 | 1.1 | 5 | -8 | 0.99 | -12 | 1 | -7 | -1 | Cc1nn(Cc2ccc(C(=O)O)o2)c(C)c1[N+](=O)[O-] |
| 24 | 0.97 | 2 | 3 | 0.98 | 22 | 2 | -6 | -1 | CC1=CC(C)(C)N(C(=O)c2ccc(F)cc2)c2cc3c(cc21)OCO3 |
| 25 | 0.93 | 3 | 7 | 0.92 | -14 | 8 | 7 | 3 | COCCn1c(=O)c2cc3c(=O)n(CCOC)c(=O)c3cc2c1=O |
| 26 | 1 | -3 | -2 | 0.85 | 24 | 15 | -11 | 1 | Nc1nonc1-n1nnc(C(=O)N/N=C/c2c(Cl)cccc2Cl)c1CSC1=NCCS1 |
| 27 | 1.1 | -4 | -7 | 1.1 | 18 | -8 | 2 | -5 | CCCCC(CC)COC(=O)CCCCC(=O)OCC(CC)CCCC (stereo not given) |
| 28 | 0.76 | 3 | 24 | 0.92 | 14 | 8 | -4 | 0 | O=S(=O)(Nc1ccc2c(c1)nc1n2CCN(Cc2ccccc2)C1)c1ccc(F)cc1 |
| 29 | 1.1 | 13 | -6 | 1 | 10 | -2 | -2 | -2 | CC(=C1C(=O)c2ccccc2C1=O)N1CCN(CCN=CC2=C(O)CC(C)(C)CC2=O)CC1 |
| 30 | 1.1 | -3 | -12 | 0.97 | 7 | 3 | -9 | 0 | CCC(CC)N1CCN(Cc2nc3ccc([N+](=O)[O-])cc3c(=O)n2-c2ccccc2F)CC1 |
| 31 | 1.1 | -13 | -14 | 0.94 | 4 | 6 | 2 | -4 | COC(=O)C(NC(=O)CNS(=O)(=O)c1ccc(Br)cc1)c1ccccc1 (stereo not given) |
| 32 | 0.87 | -13 | 13 | 1 | 14 | -1 | -15 | -4 | CCOc1cc(CNn2cnnc2SCC(=O)NC(C)(C)C)ccc1OCC(=O)NC(C)(C)C |

Along the list, quoted from above:
Entries 26–30 in HKDC1 inhibitor read -3, -4, 3, 13, -3

Profiles, quoted from the list. Order of screens: hIAP activ, HKDC1 inhibitor, hIAP block, mIAP activ, PfGluPho inh, mIAP inh, ATG4B inh, A3A deaminase
`COC(=O)C(NC(=O)CNS(=O)(=O)c1ccc(Br)cc1)c1ccccc1` (stereo not given) is entered as 1.1, -13, -14, 0.94, 4, 6, 2, -4
`CCC(CC)N1CCN(Cc2nc3ccc([N+](=O)[O-])cc3c(=O)n2-c2ccccc2F)CC1` is entered as 1.1, -3, -12, 0.97, 7, 3, -9, 0

Printed as active in mIAP activ, among the entries above:
| item | hIAP activ | HKDC1 inhibitor | hIAP block | mIAP activ | PfGluPho inh | mIAP inh | ATG4B inh | A3A deaminase | SMILES |
| --- | --- | --- | --- | --- | --- | --- | --- | --- | --- |
| 8 | 1.1 | -1 | -10 | 2.6* | 14 | -162 | 24 | 8 | Cc1cc(Cl)ccc1NC(=S)NCc1ccccc1Cl |
